# Assay outcomes: PubChem BioAssay, National Center for Advancing Translational Sciences (NCATS)
# Pol kappa inh: inhibitors of human DNA polymerase kappa; 0.53% of 400,000 active; Potency, µM (doses to about 107 µM), inactives show top-dose activity, negative = inhibition, actives largely listed as inhibitors; AID 588579; purified Pol kappa, fluorescent DNA synthesis assay, 10 min; Q9UBT6; note: % is set by controls: 0 for no effect and ±100 for the full control effect
#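 Here, compound and 10 nM enzyme are combined for 15 min at room temperature; adding 50 nM substrate (final) starts DNA synthesis, tracked by fluorescence at 0 and 10 min against buffer-only wells.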
# Apoferritin bind: candidate novel general anesthetic via apoferritin binding; P02791; apoferritin/1-aminoanthracene competitive binding, fluorescence; Potency, µM (titrated, usually from 77.5 µM), inactives show at the top dose activity change, negative = displacement, hits mostly inhibitors; 0.074% of 350,000 active; AID 485281; note: % is set by controls: 0 for no effect and ±100 for the full control effect; nearly all actives have a fitted effect of over 20% in size
# Target sequence (P02791 2-175 limits assumed): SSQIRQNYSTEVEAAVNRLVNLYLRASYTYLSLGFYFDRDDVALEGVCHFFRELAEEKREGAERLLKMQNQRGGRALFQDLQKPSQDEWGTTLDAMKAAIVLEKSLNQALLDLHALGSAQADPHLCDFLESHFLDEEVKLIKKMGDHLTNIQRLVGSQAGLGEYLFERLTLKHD
#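 Read-out: endpoint 1-AMA fluorescence, excitation 380 nm and emission 535 nm, after compounds sit 10 min at room temperature with 10 uM horse-spleen apoferritin in 50% saturated 1-AMA/PBS. Values come from four-parameter Hill fits.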
# POLB inh: blocks human DNA polymerase beta activity. 1.3% of 340,000 active. Potency, µM (highest dose often 114 µM), without a hit: top-dose activity change, negative = inhibition, actives largely listed as inhibitors. Pol beta primer extension/strand displacement, fluorescence kinetic. AID 485314. P06746; note: % is set by controls: 0 for no effect and ±100 for the full control effect
#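 Preincubation: enzyme (10 nM) with compound, 15 min, RT. Reaction: substrate added to 50 nM final. Reads: 0 and 10 min. Analysis: normalized, Hill fit.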
# APE1 inh: inhibitors of human APE1 endonuclease; P27695; recombinant APE1, TAMRA/BHQ-2 abasic DNA cleavage fluorescence; Potency, µM (highest dose often 65.8 µM), without a hit: at the top dose activity change, negative = inhibition, usual class: inhibitors; 0.35% of 350,000 active;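 note: plate controls were vehicle for no effect and reference inhibitor for full effect; nearly all actives have a fitted effect of over 55% in size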
# Target sequence (P27695 whole entry, looked up): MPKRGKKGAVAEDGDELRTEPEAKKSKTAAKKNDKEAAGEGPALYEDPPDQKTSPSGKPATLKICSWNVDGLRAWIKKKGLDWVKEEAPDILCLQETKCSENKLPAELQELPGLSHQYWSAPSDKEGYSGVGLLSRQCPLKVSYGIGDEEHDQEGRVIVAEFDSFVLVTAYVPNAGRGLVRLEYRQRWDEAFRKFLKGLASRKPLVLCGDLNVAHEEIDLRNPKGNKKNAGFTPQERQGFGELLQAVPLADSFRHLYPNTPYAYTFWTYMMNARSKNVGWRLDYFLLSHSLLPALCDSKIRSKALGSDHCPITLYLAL
#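 Incision of a quenched TAMRA/BHQ-2 THF abasic-site duplex (50 nM) by 0.75 nM APE1, after 15 min compound preincubation, measured as fluorescence increase over three 60 s reads. Values normalized to buffer, DMSO and NSC13755 control wells.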
# BLM inh: inhibitors of human Bloom syndrome helicase BLM. P54132. recombinant BLM DNA unwinding, fluorescence dequenching. Potency, µM (highest dose often 56.1 µM), for inactives: at the top dose activity change, negative = inhibition, usual class: inhibitors. 0.2% of 350,000 active;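 note: plate controls were vehicle for no effect and no enzyme for full effect; nearly all actives have a fitted effect of over 35% in size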
# POLI inh: blocks human DNA polymerase iota activity | AID 588590 | 1% of 390,000 active | Q9UNA4 | Pol iota fluorescent replication assay, 10 min | Potency, µM (series often up to 115 µM), for the others: at the top dose activity, negative = inhibition, actives largely listed as inhibitors
#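 Fluorescent replication assay read twice, at 0 min and 10 min after adding 50 nM (final) substrate. Enzyme (10 nM) and compounds were first incubated 15 min at room temperature; enzyme-free buffer wells were negative controls.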
# G9a inh: inhibitors of human histone lysine methyltransferase G9a. G9a H3K9 monomethylation, AlphaScreen, 2 h. Potency, µM (top dose mostly 102 µM), for inactives: top-dose activity, negative = inhibition, actives largely listed as inhibitors. 8.8% of 350,000 active; note: % is set by controls: 0 for no effect and ±100 for the full control effect; nearly all actives have a fitted effect of over 75% in size
# Target sequence (Q96KQ7 913-1193 limits assumed): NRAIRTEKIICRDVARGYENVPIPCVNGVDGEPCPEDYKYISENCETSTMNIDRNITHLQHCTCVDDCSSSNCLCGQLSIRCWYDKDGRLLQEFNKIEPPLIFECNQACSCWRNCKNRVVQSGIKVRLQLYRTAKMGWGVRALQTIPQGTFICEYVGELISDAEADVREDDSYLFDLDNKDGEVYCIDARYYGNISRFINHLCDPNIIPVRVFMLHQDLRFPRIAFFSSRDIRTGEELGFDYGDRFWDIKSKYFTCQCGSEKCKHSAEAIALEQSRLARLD
#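 G9a (20 nM) preincubated 15 min RT with compounds, then 500 nM biotinylated H3K9 peptide and 20 uM SAM added; 2 h RT reaction. Monomethyl-H3K9 product detected by AlphaScreen with anti-H3K9me1 antibody, streptavidin donor and anti-rabbit IgG acceptor beads.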
# BAZ2B block: inhibitors of human BAZ2B bromodomain; 4.4% of 360,000 active; AID 504333; Potency, µM (top dose mostly 114 µM), inactives show at the top dose activity change, negative = inhibition, hits mostly inhibitors; AlphaScreen BAZ2B-H3K14Ac peptide displacement; note: % is set by controls: 0 for no effect and ±100 for the full control effect; nearly all actives have a fitted effect of over 60% in size
#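 Compounds, titrated to a top concentration of 110 uM, were incubated 30 min at room temperature with preformed BAZ2B/acetyl-K14 H3 peptide complex (50 nM each). Proximity signal was measured by AlphaScreen after 20 min with beads.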
# Pol eta inh: blocks human DNA polymerase eta activity. Q9Y253. recombinant Pol eta, fluorescent DNA replication assay. 1.2% of 390,000 active. Potency, µM (series often up to 114 µM), inactives show top-dose activity change, negative = inhibition, usual class: inhibitors; note: % is set by controls: 0 for no effect and ±100 for the full control effect
#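 Fluorescent replication assay: 50 nM final substrate added after a 15 min room-temperature compound preincubation with 10 nM enzyme. Signal taken at 0 min and again at 10 min.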
# Starred values were filed as active, the others as inactive; ? = inconclusive; . = not tested or not shown; [ ] = dose if it differs, or a comment. Calls come from the whole dose curve; as a rule, active = well fitted curve in the direction sought with a large enough effect; inconclusive = small, poorly fitted or top-dose-only effect, or another doubt; inactive = no such curve, though single readings can be large; an effect the other way counts as inactive or inconclusive. Potency is the fitted concentration of half-maximal effect.
SMILES,Pol kappa inh,Apoferritin bind,POLB inh,APE1 inh,BLM inh,POLI inh,G9a inh,BAZ2B block,Pol eta inh
COc1cc(-c2nc(S(=O)(=O)c3ccc(Br)cc3)c(N3CCOCC3)o2)cc(OC)c1OC,-11%[60.1 µM],-8%,4%,.,-7%,13%,-28%[59 µM],-35%,-7%
NC(=O)c1sc2nc(-c3cccs3)ccc2c1N,-21%,7%,?,44%,-6%,?,35µM*,-21%,-3%
Cc1cc(C)c(S(=O)(=O)Nc2ccc(-c3ccc(N4CCCCCC4)nn3)cc2)c(C)c1,-6%[60.1 µM],-8%,-10%,.,-3%,4%,-7%[59 µM],-20%,-12%
COc1ccccc1N(CC(=O)NCC1CCCO1)C(=O)CCC(=O)Nc1nccs1 (centres undefined),-2%,-1%,-16%,9%,3%,15%,-6%[59 µM],6%,-1%
O=C(/C=C/c1ccc2c(c1)OCO2)Nc1cc(S(=O)(=O)N2CCOCC2)ccc1N1CCOCC1,-14%,2%,7%,-1%,-2%,69%[activator],-19%[59 µM],4%,-4%
Cc1ccccc1Cn1c(=O)n(CCC(=O)NCc2ccco2)c(=O)c2sccc21,1%,-7%,?,.,-8%,24%,-4%[59 µM],-10%,-13%
OC1=C(O)c2nc3cc(F)ccc3nc21,-14%,6%,1%,-7%,-1%,-4%,40µM*,-12%,20%
O=C(NCCc1c[nH]c2ccccc12)C1CCCN(S(=O)(=O)c2ccccc2)C1 (centres undefined),1%,-10%,-4%,13%,-5%,65%[activator],11%,-11%,-15%
Nc1ccc(-c2nc3c(Cl)cc(N)cc3[nH]2)cc1,-12%,4%,-29%,?,?,22%,?,?,-18%
O=C(Nc1nc(=O)c2ccccc2s1)c1ccc(F)cc1,-5%,-1%,-6%,8%,-5%,?,1.8µM*,?,-5%
COc1ccc(CNC(=O)C(C)OC(=O)Cn2cnc3c2c(=O)n(C)c(=O)n3C)cc1 (centres undefined),0%,.,.,34%,.,-10%,?,-9%,-11%
CN1CCC(OC(=O)C23CCC(C)(C(=O)O2)C3(C)C)CC1 (centres undefined),1%[60.1 µM],13%,-2%,12%,-6%,13%,9%[12.7 µM],-3%,6%
CCCN(CCC)S(=O)(=O)c1nc2nc(C)cc(C)n2n1,7%,-7%,2%,13%,4%,15%,.,1%,-12%
Nc1c(C(=O)NCc2ccco2)c2nc3ccccc3nc2n1CCc1ccccc1F,-10%,241%[activator],11%,-5%,-14%,11%,?,8%,-8%
COc1cccc(CNc2nc3ccccc3n2C(C)C)c1O,-6%,-21%,53%,-8%,1%,2%,.,0%,-9%

# 2 compounds from above with just Pol kappa inh and Apoferritin bind.
SMILES	Pol kappa inh	Apoferritin bind
Nc1c(C(=O)NCc2ccco2)c2nc3ccccc3nc2n1CCc1ccccc1F	-10%	241%[activator]
COc1cccc(CNc2nc3ccccc3n2C(C)C)c1O	-6%	-21%

# Sorted by heavy-atom count (lowest first): part of the list above.
SMILES,Pol kappa inh,Apoferritin bind,POLB inh,APE1 inh,BLM inh,POLI inh,G9a inh,BAZ2B block,Pol eta inh
OC1=C(O)c2nc3cc(F)ccc3nc21,-14%,6%,1%,-7%,-1%,-4%,40µM*,-12%,20%
Nc1ccc(-c2nc3c(Cl)cc(N)cc3[nH]2)cc1,-12%,4%,-29%,?,?,22%,?,?,-18%
O=C(Nc1nc(=O)c2ccccc2s1)c1ccc(F)cc1,-5%,-1%,-6%,8%,-5%,?,1.8µM*,?,-5%
COc1cccc(CNc2nc3ccccc3n2C(C)C)c1O,-6%,-21%,53%,-8%,1%,2%,.,0%,-9%
O=C(NCCc1c[nH]c2ccccc12)C1CCCN(S(=O)(=O)c2ccccc2)C1 (centres undefined),1%,-10%,-4%,13%,-5%,65%[activator],11%,-11%,-15%
Cc1ccccc1Cn1c(=O)n(CCC(=O)NCc2ccco2)c(=O)c2sccc21,1%,-7%,?,.,-8%,24%,-4%[59 µM],-10%,-13%
COc1ccc(CNC(=O)C(C)OC(=O)Cn2cnc3c2c(=O)n(C)c(=O)n3C)cc1 (centres undefined),0%,.,.,34%,.,-10%,?,-9%,-11%
Nc1c(C(=O)NCc2ccco2)c2nc3ccccc3nc2n1CCc1ccccc1F,-10%,241%[activator],11%,-5%,-14%,11%,?,8%,-8%
COc1cc(-c2nc(S(=O)(=O)c3ccc(Br)cc3)c(N3CCOCC3)o2)cc(OC)c1OC,-11%[60.1 µM],-8%,4%,.,-7%,13%,-28%[59 µM],-35%,-7%
O=C(/C=C/c1ccc2c(c1)OCO2)Nc1cc(S(=O)(=O)N2CCOCC2)ccc1N1CCOCC1,-14%,2%,7%,-1%,-2%,69%[activator],-19%[59 µM],4%,-4%

# Going on with the list.
SMILES,Pol kappa inh,Apoferritin bind,POLB inh,APE1 inh,BLM inh,POLI inh,G9a inh,BAZ2B block,Pol eta inh
O=C(NCC(c1ccccc1Cl)N1CCCC1)C1CCN(C(=O)Nc2ccccc2)CC1 (centres undefined),19%,.,.,-16%,.,-8%,16%[12.7 µM],2%,-12%
CCc1cccc(C)c1NC(=O)c1cnn(-c2ccc(OC)cc2)c1C1CCN(C(=O)OC(C)(C)C)CC1,-9%,?,-22%,.,-5%,15%,-27%[59 µM],5%[57.1 µM],-21%
CN(Cc1nc(Cc2cccc(C(F)(F)F)c2)no1)C1CC(C)(C)NC(C)(C)C1,-9%,-13%,36%,34%[activator],-11%,73%[activator],.,2%,-19%
O=C(NCCN1CCOCC1)C1CCN(c2ncnc3c2sc2cccc(F)c23)CC1,-18%,-5%,38%,-1%,8%,1%,-41%,6%,-2%
C/C(=N\NC(=O)C(O)c1ccccc1)c1ccc(Cl)s1 (centres undefined),6%,-17%,7%,9%,-2%,82%[activator],38%,-17%,-18%
Cc1ccc(SCCNC(=O)CN(c2ccc3c(c2)OCO3)S(C)(=O)=O)cc1,-6%,-9%,12%,0%,-6%,10%,-29%,7%,-5%
CN(C)c1ccc(CNC(=O)CCCN2C(=O)c3cccnc3Oc3ccc(Cl)cc32)cc1,-4%,-12%,-26%,.,0%,19%,11µM*,?,-28%
Cc1cc(=O)oc2cc(OC(C)C(=O)NCCc3ccc(S(N)(=O)=O)cc3)ccc12 (centres undefined),-13%,-6%,1%,29%,-5%,1%,8%,-4%[57.1 µM],-14%
COc1cc(NC(=S)NCc2ccco2)cc(OC)c1OC,-12%,-8%,14%,2%,-7%,21%,-20%[59 µM],-28%,2%
Cc1ccc(-n2nc(CO)c(C(=O)NCCc3ccccc3)n2)cc1,-19%,0%,-4%,.,-2%,22%,7%[59 µM],0%,-11%
Cc1cc(=O)[nH]c(-n2[nH]c(C)cc2=O)n1,-10%,-7%,35%,15%,-1%,?,-40%[0.0925 µM],11µM*,5%
Cc1ccsc1CNCC(O)c1ccccc1 (centres undefined),-10%,-5%,2%,21%,-1%,4%,8%,3%,-2%
CC(=O)c1ccc(Nc2nc(C)nc3c2oc2ccccc23)cc1,.,-9%,-2%,1%,-2%,.,7%[59 µM],-2%,.
CCOc1ccccc1CN1CCC(n2nccc2NC(=O)CCc2ccccc2)CC1,9%,0%,18%,18%,4%,6%,11%,-19%,-12%
O=C(Nc1ccc(Cl)cc1)c1ccc2c(=O)n3c(nc2c1)CCCCC3,1%,?,?,30%,-3%,3%,1%,-24%,-4%
CCN(C(=O)COC(=O)c1ccc(C)c(S(=O)(=O)N2CCOCC2)c1)C1CCS(=O)(=O)C1 (centres undefined),1%,.,.,26%,.,36%[activator],-1%[0.501 µM],2%,-10%
O=C(c1ccc([N+](=O)[O-])s1)N1CCc2ccccc21,-5%,-5%,34%,-11%,-1%,63%[activator],23%,-2%,-14%
NS(=O)(=O)c1cccc(NC(=O)CSc2nnc(-c3ccccc3)o2)c1,-11%,.,.,2%,.,9%,.,.,-14%
O=C1c2sc3nc4n(c(=O)c3c2CCC1Br)CCCCC4 (centres undefined),-6%,-18%,50µM*,-4%,25µM*,?,4%[0.501 µM],50µM*,?
CCC(C)c1ccc(NC(=O)N2CCN(C(=O)C3CCCO3)CC2)cc1 (centres undefined),-11%,-20%,?,-10%,3%,15%,.,-4%,-2%
Nc1c(-c2ccccc2)c(CSc2nc3ccccc3[nH]2)nn1-c1cccc(C(=O)O)c1,-2%,-5%,-2%,-3%,0%,30%,8%,-23%,-8%
CC1(C)CC(=O)C(C(c2ccc(Br)cc2)C2C(=O)CC(C)(C)CC2=O)C(=O)C1,1%,-2%,-9%,6%,-4%,39%[activator],45µM*,4%,-18%
Cc1cccn2c(=O)c3cc(C(=O)NCCCn4ccnc4)n(C)c3nc12,-9%,90%[activator],1%,-5%,48%[activator],-15%,?,3%,-22%
C/C(=N\Nc1nncc2ccccc12)c1ccc(C(C)(C)C)cc1,-2%,-1%,8%,36%,-3%,102%[activator],-10%[2.33 µM],56µM*,-16%
Cc1ccc(N2CC(C(=O)Nc3c(C)n(C)n(-c4ccccc4)c3=O)CC2=O)cc1 (centres undefined),4%,0%,63%,11%,-2%,2%,3%,-31%,-25%

# A portion of the library (hit frequency here may not be typical).
